Apoferritin bind: qHTS Assay for Identification of Novel General Anesthetics; Ferritin light chain (Equus caballus), P02791; apoferritin/1-aminoanthracene competitive binding, fluorescence; Potency, µM (titrated, usually from 77.5 µM), inactives show at the top dose activity change, negative = displacement, most hits filed as inhibitors; 0.074% of 350,000 active; further: on the % scale 0 is the no-effect control and ±100 the full control effect; nearly all actives have a fitted effect of over 20% in size
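In PBS, apoferritin at 10 uM is loaded with 1-AMA from a 50% saturated solution. After 10 min of compound exposure at ambient temperature, reduced 535 nm fluorescence indicates probe displacement.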
POLH inh: qHTS for Inhibitors of Polymerase Eta | Potency, µM (highest dose often 114 µM), for inactives: at the top dose activity change, negative = inhibition, most hits filed as inhibitors | 1.2% of 390,000 active | recombinant Pol eta, fluorescent DNA replication assay | DNA polymerase eta (Homo sapiens), Q9Y253; further: on the % scale 0 is the no-effect control and ±100 the full control effect
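Pol eta at 10 nM preincubated with compounds 15 min at room temperature; reaction started with fluorescent substrate (50 nM final) and read kinetically at 0 and 10 min.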
BLM helicase inh: qHTS Assay for Inhibitors of Bloom's syndrome helicase (BLM); Potency, µM (series often up to 56.1 µM), inactives show at the top dose activity change, negative = inhibition, most hits filed as inhibitors; RecQ-like DNA helicase BLM (Homo sapiens), P54132; 0.2% of 350,000 active; recombinant BLM DNA unwinding, fluorescence dequenching;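 further: plate controls were vehicle for no effect and no enzyme for full effect; nearly all actives have a fitted effect of over 35% in size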
Target sequence (P54132 whole entry, looked up): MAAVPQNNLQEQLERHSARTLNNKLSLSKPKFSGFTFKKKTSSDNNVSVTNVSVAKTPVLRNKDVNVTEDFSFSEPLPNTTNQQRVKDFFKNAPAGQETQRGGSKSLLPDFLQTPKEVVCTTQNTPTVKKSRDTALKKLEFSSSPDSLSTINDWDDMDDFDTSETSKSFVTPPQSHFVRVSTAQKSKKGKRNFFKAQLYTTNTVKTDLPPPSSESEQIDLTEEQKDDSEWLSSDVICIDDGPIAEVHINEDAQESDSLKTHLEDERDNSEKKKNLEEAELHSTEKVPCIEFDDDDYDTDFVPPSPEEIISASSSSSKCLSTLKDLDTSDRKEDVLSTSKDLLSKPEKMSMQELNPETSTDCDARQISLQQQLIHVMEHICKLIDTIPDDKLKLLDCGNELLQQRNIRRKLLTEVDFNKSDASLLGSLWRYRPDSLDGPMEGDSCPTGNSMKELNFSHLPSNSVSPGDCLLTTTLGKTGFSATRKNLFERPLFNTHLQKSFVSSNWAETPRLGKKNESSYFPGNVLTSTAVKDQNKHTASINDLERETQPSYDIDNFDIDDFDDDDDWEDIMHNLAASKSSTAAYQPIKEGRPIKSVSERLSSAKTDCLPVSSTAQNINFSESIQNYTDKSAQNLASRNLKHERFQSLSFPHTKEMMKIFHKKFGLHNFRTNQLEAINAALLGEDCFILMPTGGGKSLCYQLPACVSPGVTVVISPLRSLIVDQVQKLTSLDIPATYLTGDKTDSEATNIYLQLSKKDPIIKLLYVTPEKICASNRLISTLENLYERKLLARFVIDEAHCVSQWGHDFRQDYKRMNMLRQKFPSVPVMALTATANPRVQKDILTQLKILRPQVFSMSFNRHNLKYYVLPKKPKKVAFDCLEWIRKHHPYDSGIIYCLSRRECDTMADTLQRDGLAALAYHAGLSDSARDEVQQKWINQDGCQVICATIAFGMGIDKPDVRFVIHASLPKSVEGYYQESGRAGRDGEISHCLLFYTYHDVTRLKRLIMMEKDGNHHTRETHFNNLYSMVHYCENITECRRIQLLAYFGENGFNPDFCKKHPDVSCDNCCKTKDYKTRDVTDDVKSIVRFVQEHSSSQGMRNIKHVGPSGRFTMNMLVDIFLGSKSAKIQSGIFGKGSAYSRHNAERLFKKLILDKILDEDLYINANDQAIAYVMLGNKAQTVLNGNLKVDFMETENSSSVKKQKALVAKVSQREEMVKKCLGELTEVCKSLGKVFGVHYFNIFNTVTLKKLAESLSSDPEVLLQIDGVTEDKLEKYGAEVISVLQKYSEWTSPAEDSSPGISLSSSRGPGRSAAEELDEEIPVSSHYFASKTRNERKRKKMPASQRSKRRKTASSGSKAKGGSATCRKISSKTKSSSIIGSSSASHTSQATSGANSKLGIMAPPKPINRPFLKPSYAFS
POLB inh: qHTS Assay for Inhibitors of DNA Polymerase Beta; P06746; Pol beta primer extension/strand displacement, fluorescence kinetic; Potency, µM (top dose mostly 114 µM), for inactives: at the highest dose activity change, negative = inhibition, hits mostly inhibitors; 1.3% of 340,000 active; further: on the % scale 0 is the no-effect control and ±100 the full control effect
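10 nM enzyme + cpd, 15 min RT; start with substrate 50 nM final; read 0 min and after 10 min RT. Corrected, normalized data; 4-parameter Hill curve fit.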
BAZ2B block: qHTS Assay for Inhibitors of BAZ2B; Bromodomain adjacent to zinc finger domain protein 2B (Homo sapiens), Q9UIF8; AlphaScreen BAZ2B-H3K14Ac peptide displacement; Potency, µM (titrated, usually from 114 µM), inactives show top-dose activity change, negative = inhibition, actives largely listed as inhibitors; 4.4% of 360,000 active; AID 504333, 2011; further: on the % scale 0 is the no-effect control and ±100 the full control effect; nearly all actives have a fitted effect of over 60% in size
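AlphaScreen displacement of biotin-H3(5-23)K14Ac peptide (50 nM final) from BAZ2B (50 nM final) in PBS pH 7.4, 0.01% Tween-20; complex preformed 30 min RT, then compounds (top 110 uM) 30 min RT, beads 20 min dark.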
APE1 inh: qHTS Assay for Inhibitors of the Human Apurinic/apyrimidinic Endonuclease 1 (APE1); DNA repair nuclease/redox regulator APEX1 (Homo sapiens), P27695; recombinant APE1, TAMRA/BHQ-2 abasic DNA cleavage fluorescence; Potency, µM (doses to about 65.8 µM), inactives show at the top dose activity change, negative = inhibition, actives largely listed as inhibitors; 0.35% of 350,000 active; AID 2517, 2012;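 further: plate controls were vehicle for no effect and reference inhibitor for full effect; nearly all actives have a fitted effect of over 55% in size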
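0.75 nM APE1 + cpd, 15 min RT; start w/ 50 nM TAMRA/BHQ-2 THF-abasic dsDNA; kinetic fluor 525/598 nm ×3 reads @60 s; Δ(read3−read1); normalized to DMSO and NSC13755 control wells.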
G9a inh: qHTS Assay for Inhibitors of Histone Lysine Methyltransferase G9a; Histone-lysine N-methyltransferase EHMT2 (Homo sapiens), Q96KQ7; G9a H3K9 monomethylation, AlphaScreen, 2 h; Potency, µM (titrated, usually from 102 µM), without a hit: at the highest dose activity, negative = inhibition, usual class: inhibitors; 8.8% of 350,000 active; further: on the % scale 0 is the no-effect control and ±100 the full control effect; nearly all actives have a fitted effect of over 75% in size
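Chemiluminescent proximity detection of H3K9 monomethylation, read after 10 min bead incubation in the dark. Reaction: 20 nM G9a, 500 nM biotin-H3K9 peptide, 20 uM SAM cofactor, 2 h, room temperature, following 15 min enzyme-compound preincubation.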
Pol kappa inh: qHTS for Inhibitors of Polymerase Kappa; AID 588579, 2011; Potency, µM (doses to about 107 µM), for inactives: at the top dose activity, negative = inhibition, actives largely listed as inhibitors; 0.53% of 400,000 active; DNA polymerase kappa (Homo sapiens), Q9UBT6; purified Pol kappa, fluorescent DNA synthesis assay, 10 min; further: on the % scale 0 is the no-effect control and ±100 the full control effect
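Pol kappa 10 nM + cpd, 15 min RT; start w/ substrate 50 nM final; fluorescence kinetic read, 0 and 10 min. Neg ctrl: buffer, no enzyme.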
POLI inh: qHTS for Inhibitors of Polymerase Iota; Pol iota fluorescent replication assay, 10 min; DNA polymerase iota (Homo sapiens), Q9UNA4; Potency, µM (top dose mostly 115 µM), inactives show top-dose activity, negative = inhibition, most hits filed as inhibitors; AID 588590, 2011; 1% of 390,000 active
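Pol iota at 10 nM preincubated 15 min with compounds at room temperature; reaction started with fluorescent substrate, 50 nM final. Fluorescence read kinetically at 0 and 10 min; buffer-only wells as negative control.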
Active calls of the source: *; ? = inconclusive; / = not tested or not shown; & = joins results of further samples; [ ] = remark or other dose. The call rests on the fitted dose curve; in most records, active means well fitted curve in the direction sought with a large enough effect; inconclusive means small, poorly fitted or top-dose-only effect, or another doubt; inactive means no such curve, though single readings can be large; an effect the other way counts as inactive or inconclusive. Potency means the concentration at half of the fitted maximal effect.

Below each compound: Apoferritin bind | POLH inh | BLM helicase inh | POLB inh | BAZ2B block | APE1 inh | G9a inh | Pol kappa inh | POLI inh
> C=CCNC(=O)c1c[nH]c2ccc(S(=O)(=O)N(C)c3ccc(OCC)cc3)cc2c1=O
→ -13% | 4% | -1% | -4% | 2% | 27% | 15% | -15% | ?
> CCOC(=O)C1=C(c2ccccc2)Nc2ncnn2C1c1ccc(O)cc1 (stereo not drawn)
→ -7% | -3% | -1% | 2% | 3% | 3% | 8% | -12% | -22%
> CC1(C)Cc2c(sc3ncn4c(=S)[nH]nc4c23)CO1
→ -2% | -8% | 0% | -29% | 8% | 5% | 3.2µM* | -4% | ?
> COc1cccc(CNC(=O)CC2Sc3ccccc3NC2=O)c1 (stereo not drawn)
→ 3% | -8% | 0% | -21% | 1% | -3% | 3% | -12% | 161%[activator]
> COc1ccc(S(=O)(=O)Nc2ccccc2OC)cc1NC(=O)c1cc2ccccc2oc1=O
→ 5% | -3% | 1% | 15%[57.1 µM] | -1% | 1% | 5% | -13% | 2%
> O=C(O)/C(=C\c1ccco1)NC(=O)c1cccc2ccccc12
→ -8% | 50µM* | 4% | -1% | ? | 0% | / | 50µM* | ?
> COc1cc(CSc2nnnn2-c2ccc(C)cc2)cc(OC)c1OC
→ -15% | -3% | -3% | -1% | 10% | 3% | -2%[59 µM] | -3% | 1%
> COc1ccc(OC)c(C(=O)CC2OC(=O)c3ccccc32)c1 (stereo not drawn)
→ -8% | -9% | -1% | 8% | 25% | -2% | 18%[59 µM] | 2% | 10%
> Cc1ccc(C(=O)Oc2ccccc2N2C(=O)C3CCCCC3C2=O)cc1 (stereo not drawn)
→ -22% | -16% | -6% | 20% | 2% | 3% | -2% | -8% | 13%
> O=C(CCc1nnc(-c2ccc3c(c2)OCO3)o1)N(Cc1ccncc1)CC1CCCO1 (stereo not drawn)
→ -3% | -2% | 0% | -3% | 7% | 22% | 24%[0.501 µM] | 5% | 12%
> O=C(Nc1ccncc1)C1CCC(CNS(=O)(=O)c2cccc3nsnc23)CC1 (stereo not drawn)
→ -7% | -11% | -2% | 4% | -18% | 8% | / | -20% | 2%
> COCCCNC(=O)Cn1cc(/C=C(\C#N)C(=O)NC2CCCC2)c2ccccc21
→ -9% | -8% | -4% | 34% | 4% | 12% | -5%[0.501 µM] | 7% | 18%
> Cc1ccc(NC(=O)c2c(C)nn(-c3ccccc3)c2Cl)c(C)c1
→ -18% | -20% | 0% | -17% | -1% | -5% | 26% | -9% | 5%
> CC(=O)c1ccc(NC(=O)C2CCCN2S(=O)(=O)c2cccs2)cc1 (stereo not drawn)
→ / | -4% | / | / | 9% | 7% | 1% | -3% | 43%[activator]
> c1ccc(-c2nc3ccccc3s2)nc1
→ -19%&1% | 6%&-12% | 2%&2% | 10%&-22% | 9%&27% | 0%&-2% | 23%[59 µM] | -4%&-21% | 29%&-26%
> CC1(C(=O)N2CCC(CC3CC(c4ccc(Cl)cc4)=NO3)(C(=O)NCC3CCCCC3)CC2)CC1 (stereo not drawn)
→ ? | -15% | -2% | -26% | -31% | 34% | ? | 7% | -14%
> CCOC(=O)C1=C(CN2CCC(C(=O)OCC)CC2)NC(=O)NC1c1ccc(Cl)cc1 (stereo not drawn)
→ 58%[activator] | -11% | -3% | 1% | / | / | -42%[59 µM] | -13% | -3%
> CN(C)S(=O)(=O)c1ccc(NC(=O)CN2C(=O)NC3(CCCC3)C2=O)cc1
→ -10% | -7% | -2% | -7% | 0% | 20% | -2% | -4% | 13%
> Cn1cccc1Cc1nnc(SCC(=O)N2CCc3ccccc32)n1-c1ccc(F)cc1
→ -7% | -9% | 3% | 2% | -11% | -1% | -7% | -6% | -22%
> CCSc1nc2ccccc2n1C(=O)/C=C\c1ccc(OC)c(OC)c1
→ -13% | ? | -4% | -15% | -1% | -2% | 40%[12.7 µM] | 1% | 54%[activator]
> CC(C)c1nc2oc3c(NCC4CCCO4)ncnc3c2c2c1COC(C)(C)C2 (stereo not drawn)
→ -8% | ? | -1% | 8% | 1% | 0% | -25% | -9% | 15%
> CCOC(=O)C1=C(COC(=O)COc2ccc(Br)cc2)NC(=O)NC1C (stereo not drawn)
→ / | 3% | / | / | 5% | -5% | -49% | -14% | 11%
> Cc1cccc(N2CCN(c3ccc4cc(S(=O)(=O)N5CCC(C)CC5)ccc4n3)CC2C)c1 (stereo not drawn)
→ 9% | -16% | -7% | 5% | -4% | / | -50%[59 µM] | -7% | 4%
> Cc1cc(C)cc(C(=O)N2CCN(Cc3ccc4c(c3)OCO4)CC2)c1
→ -8% | -10% | -2% | -27% | -2% | -1% | ? | -6% | 94%[activator]
> COc1ccc(S(=O)(=O)NC(C)C(=O)Nc2ccccc2)cc1Cl (stereo not drawn)
→ -1% | -16% | -1% | 16% | -2% | 52%[activator] | 73%[activator] | -1% | 13%
> CCOc1ccc2oc(=O)cc(CN3CCN(C(=O)c4ccc(F)cc4)CC3)c2c1
→ -16% | 2% | -5% | -2% | -6% | / | ? | -25% | -2%
> O=C(c1ccccc1)N1CCN(C(=S)NCc2ccco2)CC1
→ -15% | -21% | -2% | 1% | / | 1% | -24% | 2% | 86%[activator]
> C=C1c2cc3c(cc2NC(=S)N1Cc1ccccc1)OCO3
→ 5% | -13% | -7% | 3% | -14% | 6% | / | -12% | ?
> O=C(CN(C(=O)CCC(=O)Nc1ccccn1)c1cccc(F)c1)NCc1ccco1
→ -11% | -22% | -2% | 17% | ? | 5% | ? | -5% | 30%
> Cn1nnnc1Sc1ncnc2scc(-c3ccc([N+](=O)[O-])cc3)c12
→ / | 1% | / | / | -13% | 8% | 4%[2.33 µM] | -6% | -63%

Part of the list above in order of length of the SMILES, descending.
Below each compound: Apoferritin bind | POLH inh | BLM helicase inh | POLB inh | BAZ2B block | APE1 inh | G9a inh | Pol kappa inh | POLI inh
> CC1(C(=O)N2CCC(CC3CC(c4ccc(Cl)cc4)=NO3)(C(=O)NCC3CCCCC3)CC2)CC1 (stereo not drawn)
→ ? | -15% | -2% | -26% | -31% | 34% | ? | 7% | -14%
> Cc1cccc(N2CCN(c3ccc4cc(S(=O)(=O)N5CCC(C)CC5)ccc4n3)CC2C)c1 (stereo not drawn)
→ 9% | -16% | -7% | 5% | -4% | / | -50%[59 µM] | -7% | 4%
> CCOC(=O)C1=C(CN2CCC(C(=O)OCC)CC2)NC(=O)NC1c1ccc(Cl)cc1 (stereo not drawn)
→ 58%[activator] | -11% | -3% | 1% | / | / | -42%[59 µM] | -13% | -3%
> CN(C)S(=O)(=O)c1ccc(NC(=O)CN2C(=O)NC3(CCCC3)C2=O)cc1
→ -10% | -7% | -2% | -7% | 0% | 20% | -2% | -4% | 13%
> Cn1cccc1Cc1nnc(SCC(=O)N2CCc3ccccc32)n1-c1ccc(F)cc1
→ -7% | -9% | 3% | 2% | -11% | -1% | -7% | -6% | -22%
> Cn1nnnc1Sc1ncnc2scc(-c3ccc([N+](=O)[O-])cc3)c12
→ / | 1% | / | / | -13% | 8% | 4%[2.33 µM] | -6% | -63%
> Cc1cc(C)cc(C(=O)N2CCN(Cc3ccc4c(c3)OCO4)CC2)c1
→ -8% | -10% | -2% | -27% | -2% | -1% | ? | -6% | 94%[activator]
> CCSc1nc2ccccc2n1C(=O)/C=C\c1ccc(OC)c(OC)c1
→ -13% | ? | -4% | -15% | -1% | -2% | 40%[12.7 µM] | 1% | 54%[activator]
> O=C(c1ccccc1)N1CCN(C(=S)NCc2ccco2)CC1
→ -15% | -21% | -2% | 1% | / | 1% | -24% | 2% | 86%[activator]
> C=C1c2cc3c(cc2NC(=S)N1Cc1ccccc1)OCO3
→ 5% | -13% | -7% | 3% | -14% | 6% | / | -12% | ?

Additional records follow:
Below each compound: Apoferritin bind | POLH inh | BLM helicase inh | POLB inh | BAZ2B block | APE1 inh | G9a inh | Pol kappa inh | POLI inh
> CC(=O)OCON[N+]([O-])=NC1CCCCC1
→ -7% | / | 4% | / | / | 2% | / | 1% | -10%
> CCOC(=O)n1c(O)c(N=NC(N)=S)c2cc(C)ccc21
→ -7% | 6% | -3% | 24% | -5% | 4% | / | -5% | -8%
> CCN(CC)CCCNC(=O)CCn1nc(-c2ccc(Cl)cc2)ccc1=O
→ 3% | -13% | -7% | -20% | 1% | 11% | 15% | -1% | 112%[activator]
> O=C(NCc1ccccc1)C1Cc2ccccc2CN1C(=O)c1ccco1 (stereo not drawn)
→ -2% | -25% | -3% | ? | -37% | -7% | -47% | -12% | ?
> CCOc1cc(/C=N/NC(=O)Cc2ccc(C(F)(F)F)cc2[N+](=O)[O-])ccc1O
→ ? | -20% | -1% | 22% | -9% | 2% | ? | -9% | 16%
> CCc1ccccc1NC(=O)Cn1cc(C(=O)c2ccc(Cl)cc2)c(=O)c2ccc(C)nc21
→ -7% | 10% | -2% | 21% | 8%[57.1 µM] | / | -23%[59 µM] | 4% | -24%
> COCC(=O)Nc1nc2ccc(S(C)(=O)=O)cc2s1
→ -9% | 6% | -2% | 82% | -31% | 8% | ? | -11% | 12%
> COc1ccc(CN2CCNC(=O)C2CC(=O)N2CCCCO2)c(OC)c1 (stereo not drawn)
→ -4% | -19% | -1% | -2% | 6% | -1% | -2% | -5% | 64%[activator]

Compound activity as filed in PubChem BioAssay.

Only part of the results is shown, so the mix of outcomes need not match the whole.
